Screens as filed in PubChem BioAssay.
Tau fibril ThT – tau fibrillization inhibition (ThT binding) | Potency, µM (top dose mostly 57.4 µM), for the others: at the highest dose activity, negative = inhibition, usual class: inhibitors | P10636 | recombinant tau K18 P301L, heparin-induced fibrillization, ThT fluorescence | 270,000 tested, 2.1% active; note: % is set by controls: 0 for no effect and ±100 for the full control effect; nearly all actives have a fitted effect of over 55% in size
Target sequence (P10636 561-689 P618L limits assumed): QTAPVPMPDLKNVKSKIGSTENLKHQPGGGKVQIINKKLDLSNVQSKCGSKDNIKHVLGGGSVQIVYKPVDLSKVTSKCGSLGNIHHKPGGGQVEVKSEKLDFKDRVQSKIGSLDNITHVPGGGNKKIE
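Recombinant human tau K18 fragment […] carrying P301L, 15 uM unlabeled plus 0.24 uM Alexa 594-labeled, was fibrillized with 20 uM heparin in 100 mM sodium acetate pH 7 for 6 hr at 37 C; 30 uM ThT fluorescence read after 1 hr.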
Tau fibril FP – blocks human tau fibril formation measured by polarization; P10636; K18 P301L tau heparin fibrillization, Alexa594 FP, 6 h; Potency, µM (doses to about 57.7 µM), without a hit: top-dose activity, negative = inhibition, most hits filed as inhibitors; 280,000 tested, 0.39% active; AID 1468; note: % is set by controls: 0 for no effect and ±100 for the full control effect; nearly all actives have a fitted effect of over 55% in size
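Read-out: fluorescence polarization of Alexa 594-labeled tau (0.24 uM), 555 nm excitation, 632 nm emission. Mixtures held 15 uM unlabeled K18 P301L, compound and 20 uM heparin, pH 7 acetate buffer, incubated 6 hr at 37 C.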
HttQ103 aggreg – inhibitors of mutant huntingtin aggregate formation in PC12 cells. PC12 HttQ103-GFP aggregates, Acumen cytometry, 40 h. Potency, µM (doses to about 46.1 µM), without a hit: at the highest dose activity change, negative = inhibition, most hits filed as inhibitors. 220,000 tested, 1.1% active. AID 1688; note: % is set by controls: 0 for no effect and ±100 for the full control effect; nearly all actives have a fitted effect of over 60% in size
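PC12/HTTQ103-GFP, ecdysone-inducible; teb 100 nM; cpd qHTS titration; GFP aggregates read on laser cytometer, Ex 488/Em 500-530 nm.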
SMN2 splice enh – increases expression of the SMN2 splice variant | HEK293 SMN2-luciferase splicing reporter, luminescence, 30-36 h | Potency, µM (highest dose often 46.1 µM), for inactives: at the top dose activity change, positive = activation, actives largely listed as activators | 210,000 tested, 2.8% active; note: % of control where 0% means no effect; nearly all actives have a fitted effect of over 55% in size
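HEK293 cells carry an SMN2 […]–luciferase reporter in which exon 7 inclusion puts luciferase in frame. Cells were plated 10-12 h before compound addition, then incubated 30-36 h at 37C. ONE-Glo luminescence was read; sodium butyrate at 4.5 mM final served as control.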
HTT ATP protect – cytoprotection in Huntington HTT-Q103 PC12 cell model; Potency, µM (top dose mostly 56.4 µM), for inactives: cytoprotection (ATP increase), hits mostly activators; PC12 HTT-Q103 induced, cytoprotection, ATP luminescence, 40 h; 230,000 tested, 0.14% active; AID 1471;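 note: % of control where 0% means no effect; nearly all actives have a fitted effect of over 45% in size; toxic huntingtin expression switched on by the ecdysone agonist tebufenozide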
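PC12 cells with ecdysone-inducible HTT exon 1 Q103-GFP, induced with 100 nM tebufenozide and co-treated with library compounds in a dose series (1536-well, 1500 cells/well). Cytoprotection read as ATP content by ATPlite luminescence.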
Tau fluor counter – counter-screen for tau fibril formation inhibitors; tau K18 P301L Alexa594 fluorescence, heparin fibrillization; Potency, µM (top dose mostly 57.7 µM), without a hit: at the highest dose activity change, negative = decrease; 280,000 tested, 0.93% active; AID 1463; note: % is set by controls: 0 for no effect and ±100 for the full control effect; nearly all actives have a fitted effect of over 55% in size
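Human tau K18 P301L (15 uM unlabeled, 0.24 uM Alexa 594-labeled) in 100 mM sodium acetate pH 7 with 20 uM heparin, 6 hr at 37 C. ThT 30 uM added, 1 hr ambient; Alexa 594 FP and total fluorescence read at 555/632 nm.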
ALDH1A1 block – ALDH1A1 (human) enzyme inhibition; Purified ALDH1A1, NADH fluorescence, propionaldehyde substrate; 220,000 tested, 7.3% active; P00352; Potency, µM (doses to about 75.3 µM), for the others: at the highest dose activity, negative = inhibition, hits mostly inhibitors; AID 1030; active = well fitted inhibition curve with a large enough effect, not every such curve was filed as active; inconclusive = small, poorly fitted or top-dose-only effect, or another doubt; inactive = no such curve, though single readings can be large or run the other way;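 note: plate controls were no enzyme wells and a reference inhibitor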
Target sequence (P00352 whole entry, looked up): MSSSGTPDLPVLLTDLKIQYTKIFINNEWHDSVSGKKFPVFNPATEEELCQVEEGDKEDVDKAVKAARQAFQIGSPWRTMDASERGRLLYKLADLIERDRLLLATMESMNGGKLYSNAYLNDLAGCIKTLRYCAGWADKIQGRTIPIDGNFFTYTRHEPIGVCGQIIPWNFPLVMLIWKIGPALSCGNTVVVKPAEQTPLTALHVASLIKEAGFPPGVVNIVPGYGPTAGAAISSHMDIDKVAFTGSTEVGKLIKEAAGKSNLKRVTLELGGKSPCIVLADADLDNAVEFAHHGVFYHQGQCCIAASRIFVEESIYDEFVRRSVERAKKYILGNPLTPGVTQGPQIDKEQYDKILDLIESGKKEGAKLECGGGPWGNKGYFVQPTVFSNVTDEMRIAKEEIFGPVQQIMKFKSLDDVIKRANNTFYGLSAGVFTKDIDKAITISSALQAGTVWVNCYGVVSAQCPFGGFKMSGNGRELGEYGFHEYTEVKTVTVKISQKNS
KDM4E inh – inhibitors of human JMJD2E histone demethylase. B2RXH2. JMJD2E catalytic domain, FDH-coupled NADH fluorescence (FDH is formaldehyde dehydrogenase). Potency, µM (series often up to 57.1 µM), inactives show at the highest dose activity change, negative = inhibition, hits mostly inhibitors. 230,000 tested, 1.6% active. AID 2147; active = well fitted inhibition curve with a large enough effect, not every such curve was filed as active; inconclusive = small, poorly fitted or top-dose-only effect, or another doubt; inactive = no such curve, though single readings can be large or run the other way;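 note: 0% = wells with enzyme and -100% = buffer wells without enzyme; nearly all actives have a fitted effect of over 50% in size; many of its hits are not listed in these tables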
Target sequence (B2RXH2 1-337 limits assumed): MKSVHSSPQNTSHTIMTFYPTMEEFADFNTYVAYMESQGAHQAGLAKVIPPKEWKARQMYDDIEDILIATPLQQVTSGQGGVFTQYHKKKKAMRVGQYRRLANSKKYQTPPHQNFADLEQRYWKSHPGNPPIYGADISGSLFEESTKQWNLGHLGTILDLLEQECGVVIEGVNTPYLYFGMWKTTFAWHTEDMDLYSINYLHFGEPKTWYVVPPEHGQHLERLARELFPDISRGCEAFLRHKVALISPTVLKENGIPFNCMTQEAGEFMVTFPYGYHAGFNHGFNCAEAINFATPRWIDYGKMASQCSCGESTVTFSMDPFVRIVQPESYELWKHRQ
* hit, by the source's call; ? = inconclusive; / = not tested or not shown; [ ] = remark or other dose. Unless noted, calls come from the whole dose curve; as a rule, active = well fitted curve in the direction sought with a large enough effect; inconclusive = small, poorly fitted or top-dose-only effect, or another doubt; inactive = no such curve, though single readings can be large; an effect the other way counts as inactive or inconclusive. Potency is the fitted concentration of half-maximal effect. Only part of the results is shown (hit frequency here may not be typical).

structure,HttQ103 aggreg,SMN2 splice enh,Tau fibril FP,ALDH1A1 block,KDM4E inh,HTT ATP protect,Tau fibril ThT,Tau fluor counter
O=C(Cn1nc(-c2ccc(Cl)cc2)ccc1=O)NCC1CCCO1 (stereo unspecified),-19%,6%,-11%,7%,-15%,-7%,-9%,-3%
COC(=O)c1cc(NC(=O)Cc2ccccc2[N+](=O)[O-])cc(C(=O)OC)c1,14%,-9%,-5%,-6%,8%,16%[10 µM],-5%,-16%
CCN1CCN(C(=O)N[C@H](C(=O)N[C@@H]2C(=O)N3[C@@H]2SC(C)(C)[C@@H]3C(=O)O)c2ccccc2)C(=O)C1=O,/,-9%[20.6 µM],/,2%[20.9 µM],-8%[25.5 µM],6%[40.3 µM],/,/
Cc1ccc(Nc2nc(N)nc(CN3CCN(C)CC3)n2)cc1C,13%,2%,6%,9%,6%,-4%,-5%,-6%
Cc1nc2nc(CNC(=O)OC(C)(C)C)nn2c(C)c1CCC(=O)NCc1ccc(F)cc1,/,-4%,-4%,/,/,/,3%,0%
COc1ccc(-n2cccc2/C=C/[N+](=O)[O-])cc1,?,-96%[inhibitor],-2%,?,?,/,?,-12%
Cc1ccc(/C=N/Nc2ccc(Cl)c(C(=O)O)c2)s1,-6%,0.89µM*,9%,2%,2%,6%[0.074 µM],?,-13%
CCOC(=O)Cc1csc(NC(=O)CCCN2C(=O)c3ccccc3C2=O)n1,4%,16%,-2%,-12%,2%,3%,-8%,-11%
CC[C@@H](C)CN1C(=O)N[C@@H](c2ccccc2)C(C(C)=O)=C1C,/,-1%[9.22 µM],-11%[11.6 µM],-1%[13.5 µM],9%[11.4 µM],-2%[10 µM],-2%[11.5 µM],-10%[11.6 µM]
OCC1OC(n2cnc3c(Cl)ncnc32)C(O)C1O (stereo unspecified),/,-4%,0%,3%,3%,/,2%,3%
COC(=O)c1c[nH]n2c(=O)c(Cl)c(C)nc12,-2%,?,-2%,-4%,-27%,/,-7%,-9%
COc1cc(C(=O)C(=O)c2ccc(O)c(OC)c2)ccc1O,-5%[9.22 µM],/,-13%,/,4%,-2%[10 µM],-7%,1%
Cc1ccc(-n2ncc3c(=O)n(Cc4cccc(Cl)c4)cnc32)cc1C,/,0%,-13%,/,/,/,3%,-8%
Cc1nnc(-c2ccc(Oc3ccc(C)c(C)c3)c([N+](=O)[O-])c2)o1,11µM*,-75%[inhibitor],9%,?,1%,1%[10 µM],-7%,-10%
CCOc1ccc(NC(=S)NC(=O)/C=C/c2ccc(OC)c(OC)c2)c([N+](=O)[O-])c1,1%,-39%[inhibitor],4%,-3%,3%,10%,-9%,-8%
Cc1ccccc1/C(N)=N/OC(=O)c1cccs1,-20%,-3%[1.84 µM],-5%,0%,1%,4%[10 µM],-8%,-6%
COc1cccc(NC(=O)CSc2nnc3cc(C)nc(N)n23)c1,-20%[9.22 µM],/,-13%,15%,-11%,-23%[10 µM],-18%,-17%
O=C(NN=C1CCN(Cc2ccccc2)CC1)c1cc(Br)ccc1O,-26%,-44%,9%,?,?,-18%,?,-21%
CN(C(=O)CC1C(=O)NCCN1Cc1ccc(F)c(F)c1)C1CCOCC1 (stereo unspecified),-20%[9.22 µM],/,-1%,-11%,?,-2%[10 µM],-4%,4%
CCOc1cccc(SCc2noc(C(=O)NC(C)C)c2C(=O)O)c1,-4%,-6%,-1%,-10%,-3%,8%,-2%,1%
CSC1=NCCN1C(=O)c1c(F)cccc1F,-5%,-5%,-7%,3%,4%,11%[10 µM],-13%,-17%
NC(=O)c1ccccc1N=Cc1ccc2ccccc2c1,-20%,?,7%,?,?,-24%[10 µM],5%,3%
CN1CCN(Cc2nc3c(c(=O)[nH]c(=O)n3C)n2CCc2ccccc2)CC1,-6%,19%,7%,-5%,-12%,8%[10 µM],7%,13%
S=C(CN1CCCC1=S)NCCc1ccccc1,-3%[9.22 µM],/,5%,/,4%,-21%[10 µM],-5%,-4%
COc1cc(NC2=CC(=O)CC(C)(C)C2)cc(OC)c1OC,0%,?,10%,0%,-13%,-10%,2%,1%
O=C(O)COc1ccccc1/C=N/NC(=O)c1cc(-c2ccc(Cl)cc2)nc2ccccc12,-24%[9.22 µM],/,3%,/,-3%,9%[10 µM],-14%,-25%
CCC(Sc1nccn1C)C(=O)Nc1ccc(Cl)cn1 (stereo unspecified),/,9%,-3%,4%,5%,/,-2%,2%
Cn1cc(CN(Cc2ccccn2)C[C@@H]2CCC(=O)N2)c(-c2ccccc2F)n1,9%[9.22 µM],/,-7%,?,?,23%[10 µM],-10%,-9%
COC(=O)c1ccccc1N=Nc1c(N)[nH][nH]c1=O,-9%[9.22 µM],/,-2%,/,8%,1%[10 µM],?,?
O=c1c(-c2ccccc2)c1-c1ccccc1,14µM*,/,?,/,0%,11µM*,?,-23%
N#Cc1c2c(c(NCCOCCO)n3c1nc1ccccc13)CCCC2,6%,0%,14%,?,?,-31%[inhibitor],-11%,0%
O=C(CSCc1ccccc1)N1CCN(C(=O)c2ccco2)CC1,9%,7%,4%,?,-4%,1%,-18%,-3%
O=C1c2cccc([N+](=O)[O-])c2C(=O)N1c1cccnc1,4%,8%,-1%,7%,?,-15%,4%,5%
COc1ccccc1N1CCN(C2CCCC(C)C2)CC1 (stereo unspecified),-2%[9.22 µM],2%,-5%,?,-1%,-4%,-9%,-10%
O=C(NC1CCCC1)C(c1ccccc1)N(C(=O)c1ccno1)c1cccnc1 (stereo unspecified),-2%,5%,-4%,7%,2%,-1%[10 µM],-3%,6%
COc1ccccc1C(=O)Nc1cccc(S(=O)(=O)N2CCCC2)c1,2%[9.22 µM],/,-1%,/,8%,-5%[10 µM],-5%,-20%

Given as labelled records: part of the list above
Molecule: Cn1cc(CN(Cc2ccccn2)C[C@@H]2CCC(=O)N2)c(-c2ccccc2F)n1
- HttQ103 aggreg: 9%[9.22 µM]
- SMN2 splice enh: /
- Tau fibril FP: -7%
- ALDH1A1 block: ?
- KDM4E inh: ?
- HTT ATP protect: 23%[10 µM]
- Tau fibril ThT: -10%
- Tau fluor counter: -9%
Molecule: COC(=O)c1ccccc1N=Nc1c(N)[nH][nH]c1=O
- HttQ103 aggreg: -9%[9.22 µM]
- SMN2 splice enh: /
- Tau fibril FP: -2%
- ALDH1A1 block: /
- KDM4E inh: 8%
- HTT ATP protect: 1%[10 µM]
- Tau fibril ThT: ?
- Tau fluor counter: ?
Molecule: O=c1c(-c2ccccc2)c1-c1ccccc1
- HttQ103 aggreg: 14µM*
- SMN2 splice enh: /
- Tau fibril FP: ?
- ALDH1A1 block: /
- KDM4E inh: 0%
- HTT ATP protect: 11µM*
- Tau fibril ThT: ?
- Tau fluor counter: -23%
Molecule: N#Cc1c2c(c(NCCOCCO)n3c1nc1ccccc13)CCCC2
- HttQ103 aggreg: 6%
- SMN2 splice enh: 0%
- Tau fibril FP: 14%
- ALDH1A1 block: ?
- KDM4E inh: ?
- HTT ATP protect: -31%[inhibitor]
- Tau fibril ThT: -11%
- Tau fluor counter: 0%

New compounds follow
structure,HttQ103 aggreg,SMN2 splice enh,Tau fibril FP,ALDH1A1 block,KDM4E inh,HTT ATP protect,Tau fibril ThT,Tau fluor counter
CCOc1ccccc1N(CC(=O)NCCSc1ccccc1)S(=O)(=O)c1ccccc1,/,6%,-4%,/,/,/,-7%,-10%
CCCCSC1(SCCCC)N=C(N)C2(C#N)C(c3ccccc3)NC(C)=CC12C#N (stereo unspecified),14%,-19%,-5%,2%,-30%,16%,?,-22%
Cc1ccc2ncnc(NCCC(=O)O)c2c1,1%,10%,-1%,3%,5%,-18%[10 µM],-3%,-2%
CCOC(=O)c1sc(NC(=O)c2ccccc2)cc1C,-11%,11µM*,?,?,?,-35%[10 µM],-15%,?
NC(=O)c1sc2nc(N3CCOCC3)c3c(c2c1N)CCCC3,-18%[9.22 µM],-1%,8%,?,?,5%,-26%,-24%
C(=C\c1nccc2c1[nH]c1ccccc12)/c1ccccc1,-32%[9.22 µM],/,-19%,/,?,-13%[10 µM],?,20µM*[quencher]
CCCCNS(=O)(=O)c1ccc2nc(SCC(=O)Nc3ccccc3Cl)[nH]c2c1,-20%,/,25µM*,?,-8%,2%[10 µM],2%,?
COc1ccc(CN2CC(C(=O)NCCC3=CCCCC3)CC2=O)cc1 (stereo unspecified),13%,6%,0%,?,9%,2%,-4%,-5%
CCn1c(SCC(=O)Nc2ccc(C)cc2)nc(O)cc1=O,-14%[9.22 µM],/,5%,/,8%,-20%[10 µM],/,-5%
CCOC(=O)C(CC)n1nc(C)n2c(cc3sccc32)c1=O (stereo unspecified),-21%,-16%,-1%,8%,-15%,0%,1%,3%
Cc1ccc(Sc2ncccc2C(=O)O)cc1,-13%,?,3%,?,-3%,?,15%,8%
COc1ccccc1C(=O)N/C(=C\c1ccc(Br)cc1)C(=O)NCC(=O)O,3%,14%,-4%,5%,10%,33%[10 µM],-2%,-1%

Compound profiles (already shown):
CCn1c(SCC(=O)Nc2ccc(C)cc2)nc(O)cc1=O is entered as HttQ103 aggreg = -14%[9.22 µM]; SMN2 splice enh = /; Tau fibril FP = 5%; ALDH1A1 block = /; KDM4E inh = 8%; HTT ATP protect = -20%[10 µM]; Tau fibril ThT = /; Tau fluor counter = -5%
CCOc1ccccc1N(CC(=O)NCCSc1ccccc1)S(=O)(=O)c1ccccc1 is entered as HttQ103 aggreg = /; SMN2 splice enh = 6%; Tau fibril FP = -4%; ALDH1A1 block = /; KDM4E inh = /; HTT ATP protect = /; Tau fibril ThT = -7%; Tau fluor counter = -10%

Following part:
structure,HttQ103 aggreg,SMN2 splice enh,Tau fibril FP,ALDH1A1 block,KDM4E inh,HTT ATP protect,Tau fibril ThT,Tau fluor counter
Cc1ccc2cc(CN(CCCN3CCOCC3)C(=O)NC3CCCCC3)c(=O)[nH]c2c1C,22%,1%,-5%,-3%,?,-25%,0%,4%
O=c1c2[nH]c3ccc(Br)cc3c2ncn1Cc1ccncc1,0%[9.22 µM],/,-5%,/,-1%,-1%[10 µM],-2%,-1%
O=C(Nc1cccc(NC(=O)c2ccc(-c3ccc(Br)cc3)o2)c1)c1ccco1,9%,17%,-14%,?,/,14%[10 µM],?,?
COC(C[C@@H](O)CC(=O)COCc1ccccc1)OC,4%[9.22 µM],/,-3%,/,13%,14%[10 µM],11%,16%
